Assay outcomes from PubChem.
PME-1 primary = PME-1 (human) inhibition; recombinant PME-1, FP-Rh probe fluorescence polarization; inhibition, % at 5.9 µM; hit rate 0.53% among 320,000; AID 2130;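 active means inhibition above the campaign mean of all compounds plus 3 SD, cut at about 26% in these data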;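 further: competitive labeling of PME-1 active site by serine hydrolase directed probe; 0% = PME-1 with DMSO and 100% = wells lacking PME-1 enzyme; inhibitors block probe labeling so polarization falls and inhibition rises; many of its hits are not listed in these tables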
Target sequence (Q9Y570 whole entry, looked up): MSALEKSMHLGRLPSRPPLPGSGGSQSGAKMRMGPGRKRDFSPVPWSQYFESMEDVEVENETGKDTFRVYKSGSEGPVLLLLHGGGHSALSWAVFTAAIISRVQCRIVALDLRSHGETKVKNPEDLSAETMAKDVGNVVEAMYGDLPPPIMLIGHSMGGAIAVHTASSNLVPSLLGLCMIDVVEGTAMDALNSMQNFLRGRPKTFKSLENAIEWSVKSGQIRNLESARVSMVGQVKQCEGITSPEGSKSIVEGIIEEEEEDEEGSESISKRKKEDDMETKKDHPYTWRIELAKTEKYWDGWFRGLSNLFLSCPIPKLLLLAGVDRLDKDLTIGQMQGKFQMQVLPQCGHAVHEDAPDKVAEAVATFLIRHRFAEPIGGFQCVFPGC
PAD4 inh = inhibitors of human PAD4; AID 485272; inhibition, % at 6.36 µM; hit rate 0.41% among 330,000; recombinant PAD4, RCA probe fluorescence polarization; Q9UM07;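 active means percent inhibition above a cutoff equal to the mean of all tested compounds plus 3 SD, cut at about 15% in these data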;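 further: 0% = PAD4 with RCA probe and DMSO and 100% = probe without PAD4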
GSTO1 inh = counter-screen for RBBP9 inhibitors: inhibitors of human GSTO1. P78417. recombinant GSTO1, activity-based probe fluorescence polarization. inhibition, % at 5.96 µM. hit rate 1.1% among 300,000. AID 1974;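 active means inhibition above the campaign mean inhibition plus 3 SD, cut at about 35% in these data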;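 further: 0% = GSTO1-1 with DMSO and 100% = wells lacking GSTO1-1 enzyme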
LYPLA1 counter = blocks human lysophospholipase 1, a PME1 counter-screen | O75608 | recombinant LYPLA1, FP-Rh probe fluorescence polarization | inhibition, % at 5.9 µM | hit rate 0.16% among 320,000 | AID 2174;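 active means inhibition above the mean of all tested compounds plus 3 SD, set per campaign, cut at about 14% in these data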;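 further: inhibitors block serine hydrolase probe labeling of LYPLA1 so polarization falls; 0% = enzyme with DMSO and 100% = wells lacking LYPLA1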
LYPLA2 counter = blocks human lysophospholipase 2, a PME1 counter-screen; O95372; recombinant LYPLA2, FP-Rh probe fluorescence polarization; inhibition, % at 5.9 µM; hit rate 0.38% among 320,000;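 active means inhibition above the screen-wide mean plus 3 SD, limit set per campaign, cut at about 26% in these data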;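 further: 0% = LYPLA2 with DMSO and 100% = wells lacking LYPLA2 enzyme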
PAFAH1B3 FP inh = PAFAH1B3 (human) inhibition; hit rate 0.28% among 340,000; inhibition, % at 3.39 µM; recombinant PAFAH1B3, FP-rhodamine probe, fluorescence polarization; Q15102;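 active means inhibition above the screen-wide average of all tested compounds plus 3 SD, cut at about 25% in these data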;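 further: 0% = enzyme with DMSO only and 100% = wells lacking PAFAH1B3 protein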
PAFAH1B2 FP inh = PAFAH1B2 (human) inhibition. P68402. recombinant PAFAH1B2, FP-rhodamine activity probe, fluorescence polarization. inhibition, % at 3.39 µM. hit rate 1.2% among 340,000. AID 492953;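 active means inhibition above the mean of all tested compounds plus 3 SD, cut at about 24% in these data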;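 further: 0% = enzyme with DMSO and 100% = wells lacking PAFAH1B2; many of its hits are not listed in these tables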
pPAFAH inh = pPAFAH (human) enzyme inhibition; AID 463082; inhibition, % at 3.39 µM; recombinant pPAFAH, FP-rhodamine probe fluorescence polarization; hit rate 1.5% among 330,000; Q13093;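 active means inhibition above the mean inhibition across the screen plus 3 SD, cut at about 25% in these data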;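 further: inhibitors block binding of the rhodamine activity-based probe so polarization drops; 0% = enzyme with DMSO and 100% = wells lacking pPAFAH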
PREPL inhibitor = inhibits the human prolyl oligopeptidase-like enzyme; Q4J6C6; recombinant PREPL, fluorescence polarization activity-based probe; inhibition, % at 5.96 µM; hit rate 0.68% among 320,000; in the data active means inhibition above about 43%;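 further: 0% = enzyme with DMSO and 100% = wells lacking enzyme; many of its hits are not listed in these tables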
Target sequence (Q4J6C6 whole entry, looked up): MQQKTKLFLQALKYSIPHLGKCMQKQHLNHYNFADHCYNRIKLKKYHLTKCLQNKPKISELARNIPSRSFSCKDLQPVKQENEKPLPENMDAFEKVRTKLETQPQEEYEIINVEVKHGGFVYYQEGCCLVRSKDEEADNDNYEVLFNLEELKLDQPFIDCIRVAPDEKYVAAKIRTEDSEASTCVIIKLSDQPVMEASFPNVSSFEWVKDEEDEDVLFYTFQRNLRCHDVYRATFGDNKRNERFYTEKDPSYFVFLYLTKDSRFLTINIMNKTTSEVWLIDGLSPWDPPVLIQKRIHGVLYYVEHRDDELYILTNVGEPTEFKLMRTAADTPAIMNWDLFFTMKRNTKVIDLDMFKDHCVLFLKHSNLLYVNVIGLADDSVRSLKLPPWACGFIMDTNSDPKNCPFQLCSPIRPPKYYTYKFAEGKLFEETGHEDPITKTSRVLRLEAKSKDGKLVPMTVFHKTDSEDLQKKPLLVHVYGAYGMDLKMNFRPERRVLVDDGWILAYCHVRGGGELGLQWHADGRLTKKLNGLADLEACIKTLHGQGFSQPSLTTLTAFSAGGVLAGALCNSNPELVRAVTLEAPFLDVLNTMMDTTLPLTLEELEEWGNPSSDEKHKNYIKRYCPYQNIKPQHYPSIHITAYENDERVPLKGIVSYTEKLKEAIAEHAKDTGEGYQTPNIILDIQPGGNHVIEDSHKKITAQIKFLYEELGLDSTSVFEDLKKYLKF
An asterisk follows results filed as active; / = no result given.

SMILES	PME-1 primary	PAD4 inh	GSTO1 inh	LYPLA1 counter	LYPLA2 counter	PAFAH1B3 FP inh	PAFAH1B2 FP inh	pPAFAH inh	PREPL inhibitor
COc1cccc(N2CCN(C3CC(=O)N(c4ccc(Cl)c(Cl)c4)C3=O)CC2)c1 (configuration not stated)	-5	-5	6	-3	5	3	-1	-5	35
C=CCN1C(=O)[C@@H]2Cc3c([nH]c4ccccc34)C(c3cc(OC)c(OC)c(OC)c3)N2C1=S (some centres not stated)	21	3	4	-6	-5	0	1	-1	5
CN1CCN(c2oc(-c3ccccc3)nc2S(=O)(=O)c2ccccc2)CC1	/	-4	/	/	/	-3	1	5	11
CCOc1ccc(CCNC(=O)COC(=O)/C=C/c2ccc(OCC#N)c(OC)c2)cc1OCC	4	-6	-3	-1	6	4	3	3	3
CC(=O)Nc1ccc(-c2cn3cc(C)ccc3n2)cc1	1	2	4	0	1	-1	-6	5	-2
CC(/C=C/c1ccccc1)=N\NC(=O)c1ccncc1	-2	3	9	2	0	-3	6	-2	10
COc1cccc(OCC(O)CNC(=O)c2oc3c(C)c(C)ccc3c2C)c1 (configuration not stated)	2	7	-4	-2	-1	8	4	1	17
O=c1[nH]n2cc(-n3cc([N+](=O)[O-])cn3)cnc2c1Br	2	3	7	2	4	-5	2	3	4
CCCCc1c(C)nc2ccc(C(=O)OCC)cc2c1Cl	-6	-7	-1	-1	-2	-4	-4	-5	0
Cn1ncc(Cl)c1C(=O)N1CCCc2ccccc21	-1	3	-6	-1	-18	12	3	0	23
CC(C)C(NS(=O)(=O)c1ccc2c(c1)oc(=O)n2C)C(=O)N1CCN(c2ccccc2F)CC1 (configuration not stated)	-2	2	-1	0	-7	4	1	-1	1
Cc1nc2nc(C)c(CCC(=O)NC3CCCCC3)c(C)n2n1	7	4	1	-3	-5	0	0	3	-2
O=C1Nc2ccccc2C(=O)C1(Cl)Cc1ccccc1 (configuration not stated)	1	-4	-4	0	11	2	-2	4	20
O=C(O)CCn1c(-c2ccccn2)nc2ccccc21	3	-6	1	0	3	-1	5	-2	-10
CCOc1ccc(-n2c(-c3ccccc3)c[nH]c2=S)cc1	7	-1	0	5	5	1	3	3	1
C=CC[C@H](CC(=O)N[C@H](CO)Cc1ccccc1)C(=O)N[C@H](COC(=O)[C@H](CC=C)CC(=O)OC(C)(C)C)Cc1c[nH]c2ccccc12	/	-1	/	/	/	1	4	10	17
O=C(Nc1ccc(C(=O)O)cc1)/C(=C\C=C\c1ccccc1)NC(=O)c1ccccc1Br	-12	-3	-8	-4	-6	8	-6	-2	1
Cc1cc(Cl)n2nc(C)c(-c3ccc(Cl)cc3)c2n1	2	3	5	-1	1	4	0	5	6
Cc1nonc1NC(=O)CSc1nc2cc(Cl)ccc2c2c1CCCC2	-3	-3	3	-4	0	-5	-1	9	8
CCc1nc(-c2ccc(OC)c(OC)c2)cc2cc(OC)c(OC)cc12	7	-3	-4	3	-6	6	2	10	7
O=C(CC(=O)c1cccc([N+](=O)[O-])c1)Nc1ccccc1Cl	3	-1	0	-1	-1	0	8	1	8
Cc1cccc(C)c1NC(=O)C1CSC2(C)CCC(=O)N12 (configuration not stated)	2	-2	9	0	3	-3	2	6	10
CC(=O)NC1=NN(C(C)=O)C2(S1)C(=O)N(C(C)=O)c1ccc(C)cc12 (configuration not stated)	-2	-10	-5	1	1	9	4	4	3
COc1cccc(CC2(CO)CCN(S(=O)(=O)c3ccc(OC)cc3OC)CC2)c1	5	-4	3	-2	-1	8	9	7	16
Cc1cc(C)cc(-n2nnc(C(=O)NCc3ccc(Cl)cc3)c2N)c1	-2	-1	5	-5	-9	8	10	1	-5
Cn1c(SCC(=O)NNC(=O)c2ccccc2)nnc1C(F)(F)F	-1	-3	/	0	0	6	2	2	-6
Cc1ccc(C)c2sc(NC(=O)CN3C(=O)CCC3=O)nc12	-3	-3	14	1	6	-5	-2	2	10
COc1ccc(C(=O)Nc2ccc(N3CCN(Cc4ccccc4)CC3)cc2)cc1	-2	1	2	-2	6	/	/	4	15
CC(OC(=O)CCN=C1NS(=O)(=O)c2ccccc21)C(=O)NCc1ccccc1 (configuration not stated)	0	-3	-2	4	6	11	6	1	5
COCCn1c(SCC(=O)Nc2ccc(C)cc2C)nc2c(oc3ccccc32)c1=O	-7	-6	-1	-3	4	-1	5	1	-3
CCc1nc(SCC(=O)Nc2cccc(C(F)(F)F)c2)c2c(=O)n(C)c(=O)n(C)c2n1	-9	-3	-5	2	-1	2	4	-15	-9
COc1ccc(NC(=O)N(C)C[C@H]2Oc3ccc(NC(=O)Nc4c(C)noc4C)cc3C(=O)N([C@H](C)CO)C[C@@H]2C)cc1	/	-6	/	/	/	10	4	0	15
Cc1ccccc1OC1=NS(=O)(=O)c2ccccc21	0	-3	0	-1	-7	0	1	2	-4
COc1nc(N(C)C)nc(-n2nnc(C(C)=O)c2C)n1	-5	0	4	8	5	3	3	2	-3
Clc1ccccc1-c1nc(N/N=C/c2cccnc2)c2ccccc2n1	0	1	-12	-8	-4	3	0	9	-6
O=C(O/N=C/C1=C(Cl)c2ccccc2CC1)c1ccc(F)cc1	-1	-3	1	-1	-1	-4	15	-1	0
COc1ccc(NC(=O)CSc2nc(=O)n(CCN(C)C)c3c2CCCC3)cc1	1	6	7	1	6	2	6	10	13
N#Cc1cn(CC(=O)NCCc2c[nH]c3ccccc23)c2ccccc12	13	0	5	1	4	3	10	3	-18
O=Cc1c(-c2ccccc2)cc2oc3ccccc3cc1-2	3	-1	4	-2	4	4	6	7	8
COc1cc2c(C(=O)NCc3ccccn3)cn(CC(C)C)c(=O)c2cc1OC	2	0	0	-2	-2	2	4	2	2
Cc1cc(N2C(=O)NC(=O)CC2C)c(C)cc1C(C)C (configuration not stated)	-4	-1	1	-1	10	1	3	5	-11
NNC(=O)Cn1c(SCc2ccccc2)nc2ccccc21	-2	-5	-9	0	-8	3	2	11	2
COc1ccc(CNC(=O)Nc2ccc(OC)cc2)cc1	-1	-2	4	-2	-4	4	-1	1	-4
COc1ccc(Cc2nnc(NC(=O)Cn3cnc4c3c(=O)n(C)c(=O)n4C)s2)cc1OC	0	4	-7	-2	1	4	3	3	4
O=C(Cc1cccs1)NNC(=S)NCc1ccco1	-3	-4	12	0	4	12	7	7	2
COc1ccc(C)cc1NC(=O)CCS(=O)(=O)c1cc2c(cc1Cl)NC(=O)CO2	-5	0	8	2	7	5	-2	4	-6
COC(=O)COc1ccc(S(=O)(=O)NC2CCCCCC2)cc1	-2	2	3	1	3	-11	4	0	-10
COc1ccccc1NS(=O)(=O)c1cc(C(=O)N2CCCC2)ccc1C	11	-2	/	-3	0	9	0	2	4
Cc1cccnc1NC(=O)CN1C(=O)NC(C)(c2ccc3ccccc3c2)C1=O (configuration not stated)	0	3	-1	3	0	2	2	2	-22
O=C(c1ccco1)N1CCN(C/C=C/c2ccccc2)CC1	-2	3	-2	-2	-2	-1	8	6	13
COc1ccc(C2=NS(=O)(=O)N(C)C(C(=O)Nc3ccc(C)cc3)=C2)cc1	-8	3	4	-7	-12	1	6	-2	-4
COc1ccccc1C(=O)N1CCN(Cc2c[nH]c3ccccc23)CC1	11	-2	9	3	3	0	4	5	6
COc1ccc2[nH]c3c(N4CCc5ccccc5C4)ncnc3c2c1	30*	4	9	-2	17	15	10	33*	60*
COc1ccc(C(=O)C2CCN(C(=S)NCCc3ccccc3)CC2)cc1	0	-4	8	3	4	2	3	4	-33
CC1(C)Cc2c(sc(NC(=O)COc3ccc(Cl)cc3Cl)c2C(N)=O)C(C)(C)N1	1	-2	-4	-1	3	4	2	-3	-6
O=C(CN(Cc1ccco1)Cc1ccco1)Nc1cc(S(=O)(=O)N2CCCCC2)ccc1Cl	2	-2	/	1	2	4	-3	4	13
CCN(CC)C(=S)Nc1ccc(OC(F)F)cc1	6	-1	13	2	5	-1	2	5	4
COC(=O)C1=C(C)NC(=S)NC1c1ccc(-c2cccc(Cl)c2)o1 (configuration not stated)	-3	-2	-1	-7	-4	9	2	7	-10
O=C1c2cnc3ncnn3c2CC2c3ccccc3CCN12 (configuration not stated)	2	-7	-3	0	2	3	0	1	9
CCCNC(=O)c1ccc2c(=O)n3c(-c4ccc(C)cc4)csc3nc2c1	0	3	46*	0	-7	8	-4	2	13

Ordered by length of the SMILES (high to low): part of the list above.
SMILES	PME-1 primary	PAD4 inh	GSTO1 inh	LYPLA1 counter	LYPLA2 counter	PAFAH1B3 FP inh	PAFAH1B2 FP inh	pPAFAH inh	PREPL inhibitor
O=C(CN(Cc1ccco1)Cc1ccco1)Nc1cc(S(=O)(=O)N2CCCCC2)ccc1Cl	2	-2	/	1	2	4	-3	4	13
COc1ccc2[nH]c3c(N4CCc5ccccc5C4)ncnc3c2c1	30*	4	9	-2	17	15	10	33*	60*
CCN(CC)C(=S)Nc1ccc(OC(F)F)cc1	6	-1	13	2	5	-1	2	5	4

New compounds follow
SMILES	PME-1 primary	PAD4 inh	GSTO1 inh	LYPLA1 counter	LYPLA2 counter	PAFAH1B3 FP inh	PAFAH1B2 FP inh	pPAFAH inh	PREPL inhibitor
C/C(=N\O)c1ccc(Cl)c(Cl)c1	-7	0	0	-3	8	/	/	8	-5
COc1ccc(C)cc1NC(=O)C/C(C)=N/NC(=O)Cc1cccc2ccccc12	-10	-14	7	-3	-12	4	6	-10	-7
Cc1ccc(Nc2cc(C)nc(-c3ccccc3O)n2)cc1	-2	-2	-4	-9	-12	14	3	11	19
CC1CCCCN1CCCNC(=O)c1ccc(NC(=O)C2=CSCCO2)cc1 (configuration not stated)	8	0	-1	-3	-6	0	0	8	-2
C1CSC2(N1)C1CC3CC2CC(C1)C31NCCS1 (configuration not stated)	-8	-2	12	-2	5	9	4	-2	0
Cc1cc(C(=O)NNC(=S)NCC(C)C)no1	2	-4	5	-2	-4	5	1	6	4
COCC(C)NC(=O)c1ccc(Cl)c(Cl)c1 (configuration not stated)	1	-5	9	2	12	-10	-3	5	-1
Cc1ccccc1NC(=O)c1cc[n+]([O-])cc1	-1	-5	-3	1	-3	6	-4	0	14
c1ccc(OCCCn2ccnc2)cc1	1	0	-1	-1	-2	7	4	-4	8
O=C(C1=NN[C@@H]2C(=O)N(Cc3ccccc3)C(=O)[C@H]12)c1ccc([N+](=O)[O-])cc1	-2	-2	9	1	0	10	6	3	5
CSc1cc(C)c(OCC(=O)Nc2ccc(NC(C)=O)cc2)c(C)c1	-7	2	8	1	5	1	-1	-2	19
O=C(NNC(=O)c1ccccc1O)c1ccc(Cl)c(S(=O)(=O)N2CCc3ccccc32)c1	6	-5	-18	-8	-3	4	1	30*	3
COc1ccc(NC(=O)CC2Nc3cc(C)c(C)cc3NC2=O)c([N+](=O)[O-])c1 (configuration not stated)	11	0	1	-1	-1	-5	7	26*	14
O=C(OCCOc1ccc(Br)cc1)c1ccc(Cl)nc1	-1	4	5	0	-3	9	26*	1	-17
O=C(NCCS(=O)(=O)N1CCCCCC1)c1ccccc1	-4	-5	-3	1	-2	4	2	4	7

For reference, 2 of the compounds above:
SMILES	PME-1 primary	PAD4 inh	GSTO1 inh	LYPLA1 counter	LYPLA2 counter	PAFAH1B3 FP inh	PAFAH1B2 FP inh	pPAFAH inh	PREPL inhibitor
O=C(OCCOc1ccc(Br)cc1)c1ccc(Cl)nc1	-1	4	5	0	-3	9	26*	1	-17
O=C(NCCS(=O)(=O)N1CCCCCC1)c1ccccc1	-4	-5	-3	1	-2	4	2	4	7

Some of the compounds tested (hit frequency here may not be typical).
